# IDH1 R132H inh: inhibitors of human mutant IDH1 R132H; O75874; IDH1-R132H enzyme, NADPH consumption, diaphorase/resazurin fluorescence; Potency, µM (highest dose often 76.6 µM), inactives show at the highest dose activity change, negative = inhibition, hits mostly inhibitors; 390,000 tested, 0.093% active; AID 602179; note: potency is the fitted concentration of half-maximal effect; % is set by controls: 0 for no effect and ±100 for the full control effect; nearly all actives have a fitted effect of over 65% in size
#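 IDH1-R132H (0.5 ug/mL dispensed) in pH 7.5 Tris buffer was preincubated 30 min with compound, then given a substrate mix of 0.016 mM NADPH and 2 mM alpha-KG for 80 min at room temperature; remaining NADPH was read by diaphorase/resazurin fluorescence.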
# Vif-A3G inh: blocks the Vif interaction with human APOBEC3G. Q9HC16. HeLa A3G-eYFP + Vif (tagged APOBEC3G with the HIV-1 protein that degrades it), YFP fluorescence, overnight. Potency, µM (series often up to 46.1 µM), for the others: at the top dose activity, negative = active, most hits filed as inhibitors. 410,000 tested, 0.076% active. AID 602310;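 note: potency is the fitted concentration of half-maximal effect; % is set by controls: 0 for no effect and ±100 for the full control effect; nearly all actives have a fitted effect of over 60% in size; hits raise eYFP signal because A3G escapes Vif-driven loss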
# Target sequence (Q9HC16 whole entry, looked up): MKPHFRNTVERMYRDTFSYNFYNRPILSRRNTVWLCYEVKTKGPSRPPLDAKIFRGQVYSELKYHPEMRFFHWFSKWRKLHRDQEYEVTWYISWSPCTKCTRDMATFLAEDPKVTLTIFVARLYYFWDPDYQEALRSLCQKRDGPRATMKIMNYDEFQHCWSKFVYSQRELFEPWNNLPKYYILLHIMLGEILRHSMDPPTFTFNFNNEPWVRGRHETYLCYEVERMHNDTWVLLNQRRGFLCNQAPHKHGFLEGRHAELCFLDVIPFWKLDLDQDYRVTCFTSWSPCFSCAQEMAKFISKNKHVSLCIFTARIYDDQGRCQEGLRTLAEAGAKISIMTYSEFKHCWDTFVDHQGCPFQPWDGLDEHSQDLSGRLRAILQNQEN
#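 Read-out is eYFP fluorescence (Ex 488/Em 500-530) from Vif-expressing HeLa A3G-eYFP cells; more signal means A3G escaped Vif-mediated degradation. Cells plated overnight, compound pinned in, incubated overnight at 37 deg C.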
# TrxR1 inh: rat TrxR1 inhibition. O89049. recombinant rTrxR1, NADPH fluorescence consumption, selenite substrate. Potency, µM (titrated, usually from 114 µM), without a hit: at the highest dose activity change, negative = inhibition, hits mostly inhibitors. 390,000 tested, 1% active. AID 588453; note: potency is the fitted concentration of half-maximal effect; % is set by controls: 0 for no effect and ±100 for the full control effect; nearly all actives have a fitted effect of over 65% in size
# Target sequence (O89049 whole entry, looked up): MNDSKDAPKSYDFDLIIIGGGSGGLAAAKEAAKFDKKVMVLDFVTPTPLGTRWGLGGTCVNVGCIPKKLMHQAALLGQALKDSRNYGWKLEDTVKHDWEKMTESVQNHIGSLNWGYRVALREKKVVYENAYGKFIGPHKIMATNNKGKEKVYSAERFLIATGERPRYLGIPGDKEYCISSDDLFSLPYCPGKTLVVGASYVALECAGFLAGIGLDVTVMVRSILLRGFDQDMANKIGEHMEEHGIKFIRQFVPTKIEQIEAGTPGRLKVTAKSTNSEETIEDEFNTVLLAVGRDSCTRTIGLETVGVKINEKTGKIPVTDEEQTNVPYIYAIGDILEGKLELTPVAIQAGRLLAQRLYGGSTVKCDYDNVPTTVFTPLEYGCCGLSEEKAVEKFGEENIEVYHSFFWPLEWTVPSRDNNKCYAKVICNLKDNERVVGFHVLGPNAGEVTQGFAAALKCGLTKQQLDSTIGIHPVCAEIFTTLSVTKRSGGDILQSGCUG
#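 Rat TrxR1 (90 nM in the dispensed reagent) was pre-reduced with 400 uM NADPH for 5 min at room temperature, then incubated with compound for 15 min. After 400 uM selenite was added, NADPH fluorescence (Ex 340/Em 450 nm) was followed for 8 min.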
# LDHA inh: blocks human lactate dehydrogenase A. P00338. purified LDHA, NADH/diaphorase-resazurin fluorescence; hits give low values. activity change, % (values are at about 110 or 230 µM). 480,000 tested, 0.15% active; in the data active = activity change below about -30%; inconclusive = mostly about -25% to -30%;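 note: plate controls were DMSO wells for no effect and wells without enzyme for full effect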
#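 Human LDH5 (2 nM) was incubated with 0.06 mM NADH and 0.2 mM pyruvate for 5 min at room temperature in Tris pH 7.4. Remaining NADH was coupled through diaphorase/resazurin, and resorufin fluorescence was read at 0 and 20 min.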
# RGS4 inh: human RGS4 inhibition | 390,000 tested, 0.039% active | P49798 | Potency, µM (series often up to 114 µM), without a hit: at the highest dose activity change, negative = inhibition, usual class: inhibitors | Transcreener GDP fluorescence polarization, RGS4-accelerated GTP hydrolysis | AID 504845; note: potency is the fitted concentration of half-maximal effect; % is set by controls: 0 for no effect and ±100 for the full control effect; nearly all actives have a fitted effect of over 75% in size; some results filed as inactive show a strong effect at the top dose
# Target sequence (P49798 whole entry, looked up): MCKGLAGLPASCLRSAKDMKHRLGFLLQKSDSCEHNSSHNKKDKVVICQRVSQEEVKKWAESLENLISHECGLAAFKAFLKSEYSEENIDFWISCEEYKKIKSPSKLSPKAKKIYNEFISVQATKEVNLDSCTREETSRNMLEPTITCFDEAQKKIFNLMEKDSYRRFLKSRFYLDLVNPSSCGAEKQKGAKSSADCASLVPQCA
#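 MLSMR compounds (23 nl, pin-transferred) preincubated 10 min at room temperature with a 500nM (2x) first reagent, then RGS4 at 900nM (2x) plus Transcreener GDP mix added; fluorescence polarization (620/688 nm) read before and after 90 min at 30 °C.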
# Glioma ERSR ind: inducers of ER stress response in human glioma cells | U87-MG GRP78 promoter luciferase reporter, 16 h | Potency, µM, for inactives: at the top dose activation, actives largely listed as activators | 420,000 tested, 0.02% active | AID 602332; note: potency is the fitted concentration of half-maximal effect; series mostly up to about 76 µM; % of control where 0% means no effect; nearly all actives have a fitted effect of over 35% in size
#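 Stably transfected U87-MG glioma cells carrying a GRP78-based luciferase sensor; 16 h compound incubation. Luminescence end-point read 10 min after Bright-Glo addition at room temperature.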
# Vif-APOBEC3F blk: inhibitors of Vif-A3F interaction. HeLa A3F-eYFP + Vif (tagged APOBEC3F with the HIV-1 protein that degrades it), YFP fluorescence increase. Potency, µM (titrated, usually from 46.1 µM), inactives show at the highest dose activity, negative = active. 390,000 tested, 0.2% active. AID 602313; note: potency is the fitted concentration of half-maximal effect; % of control where 0% means no effect; nearly all actives have a fitted effect of over 65% in size
#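 Fluorescence increase (Ex 488/Em 500-530) after overnight compound treatment at 37 deg C flags inhibition of Vif-driven A3F-eYFP loss in stable HeLa A3F-eYFP/Vif cells seeded overnight beforehand.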
# TrxR1 substrate: rat thioredoxin reductase 1 substrate activity; O89049; purified TrxR1 substrate turnover, NADPH consumption readout; Potency, µM (doses to about 114 µM), without a hit: top-dose activity change, negative = substrate turnover; 390,000 tested, 0.01% active; AID 588456; note: potency is the fitted concentration of half-maximal effect; % is set by controls: 0 for no effect and ±100 for the full control effect; nearly all actives have a fitted effect of over 50% in size
#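 Rat TrxR1, dispensed at 90 nM, was prereduced with 400 uM NADPH (final) for 5 min at ~22 deg C, then incubated with compound 15 min before 400 uM selenite. A first-read NADPH fluorescence drop versus no-compound background flagged substrates.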
# USP1-UAF1 inh: blocks the human USP1/UAF1 deubiquitinase complex; O94782; recombinant USP1/UAF1, Ub-Rhodamine cleavage fluorescence; Potency, µM (highest dose often 57.1 µM), for the others: at the highest dose activity change, negative = inhibition, actives largely listed as inhibitors; 390,000 tested, 0.23% active; AID 743255; note: potency is the fitted concentration of half-maximal effect; % is set by controls: 0 for no effect and ±100 for the full control effect; nearly all actives have a fitted effect of over 60% in size; inactives centre near -12
#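 USP1/UAF1 complex at 1 nM was preincubated with compound for 15 min at room temperature, then Ub-Rho substrate (150nM final) was added. Fluorescence (480/540 nm) was read kinetically, 6 reads every 60 seconds.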
# Numbers without * were called inactive; u = inconclusive; x = no result given; & = joins results of further samples; [ ] = remark or other dose. Unless noted, calls come from the whole dose curve; as a rule, active = well fitted curve in the direction sought with a large enough effect; inconclusive = small, poorly fitted or top-dose-only effect, or another doubt; inactive = no such curve, though single readings can be large; an effect the other way counts as inactive or inconclusive. Not all compounds are listed. The share of hits here may be higher or lower than overall.
no.	smiles	IDH1 R132H inh	Vif-A3G inh	TrxR1 inh	LDHA inh	RGS4 inh
1	O=C(CCN1C(=O)c2ccccc2C1=O)Nc1sc2c(c1C(=O)NCC1CCCO1)CCC2 (stereo unspecified)	1%	1%	u	-11	-22%
2	CCC1c2ccc(C)n2CCN1C(=O)Nc1ccc(F)cc1 (stereo unspecified)	0%	-12%	u	5	u
3	COc1cc(/C=C/c2nc(C#N)c(N3CCCCC3)o2)cc(OC)c1OC	13%	-8%	212%[activator]	4	-7%
4	CC(C)(C)OC(=O)NC(Cc1ccccc1)C(=O)N1CCC(C(=O)NCC(=O)Nc2ccc(F)cc2)CC1 (stereo unspecified)	0%	-15%	-7%	-7	23%
5	CN(C(=O)CSc1nc(C2CCCC2)nc2c1c(=O)n(C)c(=O)n2C)c1ccccc1	u	0%	8%[57.1 µM]	4	-23%
6	CCOc1ccccc1NC(=O)Cn1c(=O)n(Cc2ccccc2)c(=O)c2c1c1cc(C)ccc1n2C	23%	2%	16%	-13	45%
7	O=C(COc1ccc2ccccc2c1)NCC(=O)N/N=C/c1ccco1	3%	2%	3%	-4	5%
8	Cn1cccc1Cc1nnc(SCC(=O)NC2CCCCC2)n1CCc1ccccc1	7%	-2%	18%	2	-26%

no.	Glioma ERSR ind	Vif-APOBEC3F blk	TrxR1 substrate	USP1-UAF1 inh
1	0%	1%	-13%	-5%
2	4%	1%	9%	-18%
3	0%	-15%	144%[activator]	-11%
4	2%	u	-1%	-15%
5	-1%	-22%	3%[57.1 µM]	-4%
6	-2%	5%	-2%	-17%
7	-6%	-12%	-1%	-2%
8	-4%	-4%	15%	-20%

# More results follow:
no.	smiles	IDH1 R132H inh	Vif-A3G inh	TrxR1 inh	LDHA inh	RGS4 inh
9	O=C(Nc1ccc(Cl)cc1)c1csc(-c2ccncc2)n1	9%	0%	27%[57.1 µM]	0	-41%
10	CC(C)CNC(=O)CCCc1c[nH]c2ccccc12	9%	-1%	-10%	6	0%[56.9 µM]
11	CC(C)CCNC(=O)NC(=O)COC(=O)CCN=C1NS(=O)(=O)c2ccccc21	-4%	4%	6%	-8	4%
12	CCOC(=O)c1c(-c2ccccc2)csc1NC(=O)c1cc(-c2ccc(F)cc2)on1	-10%	0%	16%	-1	u
13	COc1ccc(C2/C=C\CN(S(=O)(=O)/C=C/c3ccccc3)CC(=O)N2Cc2ccc(F)cc2)cc1 (stereo unspecified)	-11%	1%&0%	20%&21%[57.1 µM]	-15	4%&24%
14	COc1ccccc1-c1noc(-c2ccc(NCc3ccco3)c([N+](=O)[O-])c2)n1	7%	-5%	-5%	0	-13%
15	CCOc1cc(C(=O)Nc2ccc(-c3nc4cc(C)ccc4o3)cc2)cc(OCC)c1OCC	-5%	0%	58%[activator]	-5	2%
16	O=c1c2c([nH]c3ccccc13)CCCC2	3%	0%	0%	-3	8%

no.	Glioma ERSR ind	Vif-APOBEC3F blk	TrxR1 substrate	USP1-UAF1 inh
9	0%	1%	19%[57.1 µM]	-5%
10	-2%	2%	3%	-14%
11	-7%	16%	1%	-18%
12	-1%	2%	3%	u
13	-4%&-3%	3%	-3%	-6%
14	2%	u	-6%	-10%
15	-2%	1%	46%[activator]	-12%
16	-5%	-2%	1%	-8%

# By substructure: those above with fluorine.
no.	smiles	IDH1 R132H inh	Vif-A3G inh	TrxR1 inh	LDHA inh	RGS4 inh
2	CCC1c2ccc(C)n2CCN1C(=O)Nc1ccc(F)cc1 (stereo unspecified)	0%	-12%	u	5	u
4	CC(C)(C)OC(=O)NC(Cc1ccccc1)C(=O)N1CCC(C(=O)NCC(=O)Nc2ccc(F)cc2)CC1 (stereo unspecified)	0%	-15%	-7%	-7	23%
12	CCOC(=O)c1c(-c2ccccc2)csc1NC(=O)c1cc(-c2ccc(F)cc2)on1	-10%	0%	16%	-1	u
13	COc1ccc(C2/C=C\CN(S(=O)(=O)/C=C/c3ccccc3)CC(=O)N2Cc2ccc(F)cc2)cc1 (stereo unspecified)	-11%	1%&0%	20%&21%[57.1 µM]	-15	4%&24%

no.	Glioma ERSR ind	Vif-APOBEC3F blk	TrxR1 substrate	USP1-UAF1 inh
2	4%	1%	9%	-18%
4	2%	u	-1%	-15%
12	-1%	2%	3%	u
13	-4%&-3%	3%	-3%	-6%

# (continued)
no.	smiles	IDH1 R132H inh	Vif-A3G inh	TrxR1 inh	LDHA inh	RGS4 inh
17	COc1ccc(C(C)=O)cc1CSc1nnc(-c2ccncc2)n1C	-8%	3%	7%	-4	30%
18	Cc1ccc(S(=O)(=O)N(CC(=O)Nc2cccc(C(F)(F)F)c2)C(=O)N2CCN(C)CC2)cc1	4%	2%	5%	1	-32%
19	COc1cc(NC(=O)CCc2nc3cccnc3n2Cc2cccs2)cc(OC)c1OC	-3%	3%	3%	11	31%
20	CC(C)OC(=O)C(CC(=O)O)N1CCOCC1 (stereo unspecified)	13%	3%	-3%	-4	-13%
21	COc1ccccc1N=Cc1c(O)c2ccccc2oc1=O	8%	0%	14%	-3	-8%
22	COc1ccc(CCNC(=O)CCS(=O)(=O)c2ccc3c(c2)oc(=O)n3C)cc1OC	0%&7%	3%&2%	18%&10%	-2&-8	2%[11.4 µM]
23	O=S(=O)(NCC(c1ccco1)N1CCN(c2ccc(F)cc2)CC1)c1cc(F)ccc1F (stereo unspecified)	-6%	6%	14%[57.1 µM]	1	0%
24	COc1ccc(NC(=O)CN(c2ccc(C)cc2)S(=O)(=O)c2c(C)nn(C)c2C)cc1OC	1%	-10%	25%	-5	-11%

no.	Glioma ERSR ind	Vif-APOBEC3F blk	TrxR1 substrate	USP1-UAF1 inh
17	-2%	17%	-5%	-5%
18	-2%	8%	-1%	-21%
19	-5%	-21%	-6%	-17%
20	-7%	-1%	-2%	-17%
21	-3%	0%	16%	-13%
22	3%&-5%	-5%&1%	-1%&-5%	-23%&-20%
23	-4%	-4%	-9%[57.1 µM]	-15%
24	-4%	16%	3%	-23%

# The results go on.
no.	smiles	IDH1 R132H inh	Vif-A3G inh	TrxR1 inh	LDHA inh	RGS4 inh
25	CCOc1cc(C2C3=C(CCCC3=O)Nc3nc(C(=O)OC)nn32)ccc1OC (stereo unspecified)	11%	0%	4%	-2	25%
26	COC(=O)Cn1cnc2c(nnn2-c2cccc(OC)c2)c1=O	-8%	-2%	24%	-2	13%
27	CCCCNS(=O)(=O)c1ccc(OCC(=O)OC)cc1	-1%	-3%	-4%	3	-35%
28	O=C(COc1ccccc1)NNC(=O)c1cc2ccccc2oc1=O	0%	0%	-10%	-1	9%
29	Cc1ccc(C)c(N2CCN(S(=O)(=O)c3ccc4[nH]c(=O)c(=O)[nH]c4c3)CC2)c1	-4%	-17%	18%	-12	-11%
30	O=C(c1ccccn1)N1CCCC(N2CCN(Cc3ccc4c(c3)OCO4)CC2)C1 (stereo unspecified)	-2%	0%	-8%	-7	8%
31	CCn1c(=O)n(-c2ccc(F)c(Cl)c2)c(=O)c2c3c(sc21)CN(C(C)=O)CC3	-16%	-2%	5%	-1	21%
32	C[C@H](CO)N1C[C@H](C)[C@@H](CN(C)S(=O)(=O)c2ccccc2)Oc2ccc(NC(=O)NC3CCCCC3)cc2C1=O	-10%	2%	-13%	5	-12%

no.	Glioma ERSR ind	Vif-APOBEC3F blk	TrxR1 substrate	USP1-UAF1 inh
25	-3%	-13%	-2%	-7%
26	7%	-1%	0%	-9%
27	-2%	-15%	-6%	-18%
28	6%	6%	-2%	-19%
29	-4%	-17%	5%	-7%
30	3%	4%	-7%	-11%
31	0%	3%	4%	-11%
32	-1%	-1%	-11%	-25%

# More entries follow.
no.	smiles	IDH1 R132H inh	Vif-A3G inh	TrxR1 inh	LDHA inh	RGS4 inh
33	Cc1cc2sc3ccccc3c(=O)c2c(C)c1O	3%	-5%	7%[57.1 µM]	1	-23%
34	NC(=O)CCn1c(=O)oc2ccccc21	5%	0%	11%	-2	4%
35	O=c1[nH]c(CSc2ncnc3sccc23)nc2ccccc12	-1%	-11%	13%[57.1 µM]	-11	-15%[56.9 µM]
36	COc1cc(/C=C(/C#N)C(=O)c2c(C)[nH]c3ccccc23)ccc1OCC#N	-29%	-6%	u	-7	-8%
37	CN(c1ccc(C(=O)N2CCCCCC2)cc1)S(=O)(=O)c1ccccc1	-7%	1%	12%	-6	-2%
38	CC(=O)c1cccc(NS(=O)(=O)c2cc3c(cc2C)N(C(C)=O)CCO3)c1	0%&-11%	0%&1%	-7%&23%	0&2	-8%[11.4 µM]
39	Clc1ccccc1CNc1ncnc2nc[nH]c12	2%	-3%&-3%&-3%	6%&8%&11%	-1&-5&-8	-1%
40	Brc1cc(Br)c2nc(-c3cccs3)ccc2c1	3%	-7%	2%	1	-35%
41	COc1ccc(C)cc1Nc1nc(-c2cccc(Cl)c2)c2c(n1)-c1ccccc1OC2	15%	-3%	147%[activator]	-3	-16%

no.	Glioma ERSR ind	Vif-APOBEC3F blk	TrxR1 substrate	USP1-UAF1 inh
33	5%	2%	-1%[57.1 µM]	-20%
34	1%	1%	3%	-12%
35	2%	-5%	5%[57.1 µM]	-16%
36	-1%	-17%	-4%	-11%
37	1%	-1%	-1%	-24%
38	7%&-3%	2%&-5%	-2%&1%	-22%&-11%
39	-4%&-2%&3%	3%	1%&-1%&5%	8%
40	11%	x	3%	-18%
41	0%	3%	81%[activator]	10%
